Screening results (PubChem)
TcdB GH inh: TcdB glycohydrolase inhibitors, primary screen, biochemical, single point, plate reader; inhibition, % at 9.99 µM; TcdB glycohydrolase enzymatic assay; 0.24% of 350,000 active; Toxin B (Clostridioides difficile), P18177; in the data active = inhibition above about 10%
BoNT-A LC inh2: BoNT/A light chain protease inhibitors, primary screen, biochemical, flow cytometry, MLPCN library | Botulinum neurotoxin type A light chain protease (Clostridium botulinum A str. ATCC 3502) | multiplex microsphere protease substrate cleavage | inhibition, % at 10 µM | 0.17% of 360,000 active | AID 588499, 2011; note: plate controls were buffer without enzyme for full effect and enzyme alone for no effect
PfHsp40 rescue: rescue of yeast from PfHsp40 toxicity, primary screen, S. cerevisiae, ATP luminescence. AID 504582, 2011. S. cerevisiae expressing PfHsp40, growth rescue. 0.68% of 340,000 active. growth rescue, % at 12.5 µM; in the data active = growth rescue above about 28%, passing the limit was not always enough; inconclusive = no clear call, values can overlap the other calls;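 note: yeast W303a lacking pdr1 and pdr3 grown in galactose medium; growth measured after three days at 30 °C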
Vc quorum ag: inducers of Vibrio cholerae quorum light production without autoinducers, primary screen, BH1578 luxS cqsA deficient, single point; V. cholerae BH1578 lux reporter, luminescence, 6 h; activation, % at 18.7 µM; 0.16% of 350,000 active; AID 588436, 2011; in the data active = activation mostly above about 9.7%, no sharp cut-off; inconclusive = no clear call, values can overlap the other calls; inactive = mostly below about 3.7%; note: not every result past the cut was called active; inactives centre near 0; reference of the scale not given here
SSB-PriA inh: inhibitors of Klebsiella pneumoniae PriA binding to SSB C-terminal tail, primary screen, biochemical, AlphaScreen | AlphaScreen SSBct-PriA binding, biotinylated peptide | inhibition, % at 33 µM | 0.6% of 430,000 active; in the data active = inhibition mostly above about 37%, no sharp cut-off; inactive = mostly below about 20%;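 note: plate controls were negative control peptide for no effect and reference peptide for full effect; strong numbers were not always called active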
Yp Topo-I inh: Yersinia pestis topoisomerase I inhibitors, primary screen, biochemical, cleavage product accumulation, plate reader, single point; Y. pestis Topo-I cleavage product accumulation; activity, % at 10 µM; 0.064% of 360,000 active; in the data active = activity above about 50%, passing the limit was not always enough; inconclusive = no clear call, values can overlap the other calls; note: inactives centre near 2
3CLpro inhibitor: SARS-CoV 3CLpro protease inhibitors, primary screen, biochemical, quenched FRET | Replicase polyprotein 1ab (Severe acute respiratory syndrome coronavirus), P0C6X7 | recombinant SARS-CoV 3CLpro, quenched FRET peptide cleavage | inhibition, % at 6 µM | 0.14% of 290,000 active | AID 1706, 2009; in the data active = inhibition above about 12%
CCHFV vOTU inh: CCHFV vOTU protease inhibitors, primary screen, biochemical, Pep-AMC substrate, fluorescence. inhibition, % at 11.5 µM. 0.55% of 370,000 active; in the data active = inhibition above about 30%; note: 0% = vehicle wells with enzyme and 100% = no enzyme wells
Anthrax LF inh2: Bacillus anthracis LF protease inhibitors, primary screen, biochemical, multiplex microsphere, MLPCN library; multiplex microsphere protease cleavage assay; inhibition, % at 10 µM; 0.12% of 360,000 active; note: plate controls were buffer without enzyme for full effect and enzyme alone for no effect
Target sequence (P15917 whole entry, looked up): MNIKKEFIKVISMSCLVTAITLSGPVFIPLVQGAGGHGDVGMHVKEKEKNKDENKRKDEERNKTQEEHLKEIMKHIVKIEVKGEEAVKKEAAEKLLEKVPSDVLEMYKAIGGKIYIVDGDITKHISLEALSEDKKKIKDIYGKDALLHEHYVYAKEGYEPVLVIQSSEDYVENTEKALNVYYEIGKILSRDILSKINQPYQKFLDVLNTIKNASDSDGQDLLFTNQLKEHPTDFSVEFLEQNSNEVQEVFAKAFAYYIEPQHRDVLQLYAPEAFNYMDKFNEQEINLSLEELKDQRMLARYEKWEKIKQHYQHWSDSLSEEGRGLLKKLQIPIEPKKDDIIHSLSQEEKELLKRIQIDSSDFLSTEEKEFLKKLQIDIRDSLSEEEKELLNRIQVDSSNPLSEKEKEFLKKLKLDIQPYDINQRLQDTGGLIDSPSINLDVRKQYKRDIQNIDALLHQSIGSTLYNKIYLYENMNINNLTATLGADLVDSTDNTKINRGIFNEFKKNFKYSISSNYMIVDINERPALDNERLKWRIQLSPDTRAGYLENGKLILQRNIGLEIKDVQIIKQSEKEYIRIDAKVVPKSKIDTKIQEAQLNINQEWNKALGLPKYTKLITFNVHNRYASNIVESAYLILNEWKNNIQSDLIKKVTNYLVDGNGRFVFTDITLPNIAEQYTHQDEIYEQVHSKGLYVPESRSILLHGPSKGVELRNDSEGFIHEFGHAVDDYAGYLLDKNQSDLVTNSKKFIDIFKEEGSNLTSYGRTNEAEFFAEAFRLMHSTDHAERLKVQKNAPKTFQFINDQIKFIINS
DUSP3 inh: VHR1 phosphatase inhibitors, primary screen, biochemical, absorbance, uHTS; Dual specificity protein phosphatase 3 (Homo sapiens), P51452; recombinant VHR phosphatase, pNPP absorbance; inhibition, % at 13.3 µM; 0.52% of 290,000 active; in the data active = inhibition above about 50%; note: some compounds called inactive have numbers as strong as hits
Target sequence (P51452 whole entry, looked up): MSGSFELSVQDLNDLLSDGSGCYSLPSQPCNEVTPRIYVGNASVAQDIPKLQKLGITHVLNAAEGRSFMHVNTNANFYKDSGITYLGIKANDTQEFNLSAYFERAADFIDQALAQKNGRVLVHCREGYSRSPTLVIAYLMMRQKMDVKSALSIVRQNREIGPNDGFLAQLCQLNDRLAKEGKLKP
Numbers without * were called inactive; i = inactive; ? = inconclusive; · = no result given; & = joins results of further samples. Cut-off read from the data, not from the text of the source, unless noted: active = inhibition above about 30%; inconclusive = no clear call, values can overlap the other calls; inactive = below that. These rows are one share of the data; the hit share may differ from the screen's.

Structure,TcdB GH inh,BoNT-A LC inh2,PfHsp40 rescue,Vc quorum ag,SSB-PriA inh,Yp Topo-I inh,3CLpro inhibitor,CCHFV vOTU inh,Anthrax LF inh2,DUSP3 inh
CC(C)C[C@@]12C(=O)N(c3cccc(Br)c3)C(=O)N1[C@H](c1ccc(Cl)cc1)[C@@H]1C(=O)N(C3CCCCC3)C(=O)[C@@H]12,0.7,-0.7,1.1,i,-15,0,·,2,-5,·
COc1ccc(-c2nnc(SCc3ccccc3F)o2)cc1,·,0.0,0.9,-5.3,-15,?,4,16,1,0
COc1cccc(-c2nn(-c3ccccc3)cc2/C=C(\C#N)C(=O)NCCCn2ccnc2)c1,·,28,-0.9,-3.3,32,22,7,3,12,2
COc1ccc(S(=O)(=O)N2CCCC2C(=O)NCC(=O)Nc2cccc(Cl)c2C)cc1 (stereo unspecified),-1.2,0.4,-0.7,i,-17,9,0,5,-17,47
CNS(=O)(=O)c1cccc(C(=O)OCC(=O)N2CCN(C(=O)c3ccco3)CC2)c1,1.7,-1.1,0.0,i,-5,2,·,-11,-5,·
O=C(c1ccc(Br)cc1)N1CCN(S(=O)(=O)c2ccccc2)CC1,0.6,-0.5,0.5,-0.8,3,11,-3,-6,-2,11
CN(C)S(=O)(=O)c1cccc(NC(=O)CN(CCO)CC(=O)Nc2cccc(S(=O)(=O)N(C)C)c2)c1,0.0,-2.4,1.4,-0.5,-5,-2,1,2,10,13
Cc1cccc(N2CCN(CC(=O)NCc3ccc(Cl)cc3)CC2)c1C,1.0,1.3,0.3,-1.3,-9,49,0,-6,-3,22
N#Cc1nc(-c2ccc(OCc3ccccc3)cc2)oc1N1CCC(C(N)=O)CC1,·,-0.4,-0.7,i,2,-1,6,-5,-1,5
COc1ccc(Cc2nnc(NC(=O)Nc3ccccc3F)s2)cc1OC,-0.2,-1.4,-1.1,i,-16,1,-1,-5,-8,12
NNC(=O)CCN1CCN(C(c2ccccc2)c2ccccc2)CC1,-6.8,-0.7,0.4,i,4,-7,2,10,1,13
O=C(Cc1ccccc1[N+](=O)[O-])NCCSCc1c(F)cccc1Cl,·,0.6,-0.7,·,2,15,-5,9,-3,7
CCOc1ccc(CN2CCN(CCCn3cccn3)CC2CCO)cc1 (stereo unspecified),0.4,-0.2,1.7,i,-3,5,3,20,-4,2
CN(C)CCNc1oc(COc2ccc(Cl)cc2)nc1C#N,·,0.8,-0.2,0.6,6,-9,0,10,-2,0
Cc1cccc(C(=O)NNC(=O)c2ccc3ccccc3c2)c1,-0.8,-0.1,-0.3,i,1,4,·,-6,-4,·
COc1ccc(CNC(=O)C2CCN(S(=O)(=O)c3cccc4nonc34)CC2)cc1,0.1,0.5,-1.5,-0.5,-9,-4,-2,4,1,15
CCOc1ccc(N=Cc2c(O)n(-c3ccc(C)c(C)c3)c(=O)[nH]c2=O)cc1,0.0,·,·,i,-5,-7,1,-11,·,18
CC(C)c1cc(C(=O)OCC(=O)NC2CC2)c(O)c(C(C)C)c1,0.7,-0.2,·,-0.5,·,41,·,16,-4,·
O=C1CC(c2cccc(Br)c2)C2=C(CCCC2=O)N1 (stereo unspecified),·,0.1,-0.8,-1.4,2,-5,-2,-7,-2,21
Cc1ccccc1C(=O)NCC(=O)NNC(=S)NC(=O)c1ccccc1,·,-0.3,0.0,-0.4,-17,4,-2,1,-2,-2
Cc1[nH]nc2c1C(c1cn[nH]c1-c1ccc(F)cc1)C(C#N)=C(N)O2 (stereo unspecified),·,-0.2,0.7,-2.2,-4,-5,-1,-2,-1,23
O=C(Nc1cccc(Cl)c1N1CCOCC1)c1cccnc1Cl,0.5,-2.9,-0.6,-0.7,-19,1,0,-4,-1,31
CCOC(=O)N1CCN(CC(=O)n2c(C)c(C)c3ccccc32)CC1,·,-0.7,1.3,·,0,14,-3,-1,6,30
COc1ccc(OC)c(-c2cc(C(=O)N3CCc4ccccc4C3)no2)c1,·,-0.9,1.4,-1.4,-28,6,0,-4,-3,19
Cc1ccc(Nc2cc(C(=O)NCCCN3CCOCC3)c3ccccc3n2)c(C)c1,·,0.0,1.0,-0.4,-13,-9,5,-8,-1,4
CCOC(=O)c1c(C)[nH]c(NC(=O)NNC(=O)c2ccccc2Cl)c1C,1.3,0.9,-0.1,-0.3,-3&-6,-2,·,1,2,·
COc1ccc(/C(=C/Nc2cccc(Br)c2)C(C)=O)cc1OC,-0.2,0.2,1.1,-1.2,-17,28,-4,0,-8,13
O=P(c1ccccc1)(c1ccccc1)C(O)c1ccco1 (stereo unspecified),·,0.1,-1.4,i,-15,-2,6,15,-1,39
COc1cc(C(=O)Nc2ccc3c(c2)N(C(=O)CN2CCN(C)CC2)c2ccccc2CC3)cc(OC)c1OC,1.9,-0.4,-1.8,-0.4,-3,-1,0,8,-5,-7
O=C(NCc1ccccn1)Nc1cccc(F)c1,-2.1,-0.7,2.6,i,-19,-5,5,9,-3,24

The list continues.
Structure,TcdB GH inh,BoNT-A LC inh2,PfHsp40 rescue,Vc quorum ag,SSB-PriA inh,Yp Topo-I inh,3CLpro inhibitor,CCHFV vOTU inh,Anthrax LF inh2,DUSP3 inh
CCOc1ccccc1OCC(=O)Nc1ccc(S(=O)(=O)Nc2nc(C)cc(C)n2)cc1,·,-1.5,2.6,-1.0,-22,7,5,2,-2,0
COc1cccc(C2c3[nH]c4ccccc4c3CCN2Cc2ncc[nH]2)c1 (stereo unspecified),-0.7,-1.5,0.7,0.4,31,-11,-2,0,-8,42
CCC1OC(C)Cc2[nH][nH]c(=O)c21 (stereo unspecified),0.1,0.8,·,·,·,·,·,-8,-1,·
COc1cc(OC)cc(-n2nc(C(=O)NCCCN3CCOCC3)c3ccccc3c2=O)c1,·,0.5,0.4,-0.4,7,1,3,12,0,18
O=C(Nc1ccccc1N1CCOCC1)c1cc(=O)[nH]c2ccccc12,0.6,-0.7,-1.9,0.8,-7,2,·,3,-10,·
CC(CNC(=O)c1ccccc1Cl)NC(=O)c1ccccc1Cl (stereo unspecified),3.4,-0.6,·,i,0,1,·,0,0,·
COC(=O)C(Cc1ccccc1)NC(=O)C(CC(C)C)NC(=O)OC(C)(C)C (stereo unspecified),·,-0.7,-1.9,-0.3,-13,2,-5,1,0,3
CCCn1cc(SCC(=O)NCC2CCCO2)c2ccccc21 (stereo unspecified),0.2,0.7,-0.1,-0.5,1,13,-1,-7,-3,11
CCOP(=O)(c1ccccc1)C1(C#N)CC1 (stereo unspecified),1.1,-0.5,0.1,-0.4,10,-1,-2,-12,-9,12
Cc1[nH]c2c(C)cccc2c1CCNC(=O)C1CCCCC1C(=O)OCC(F)(F)F (stereo unspecified),·,-0.5,-0.9,1.4,16,4,-2,7,-5,24
COCCNC(=O)Cn1cc(/C=C2\C(=O)NC(=O)N(c3ccccc3F)C2=O)c2ccccc21,-0.4,0.5,-1.0,-1.4,-3,11,3,5,-3,13
CC1(c2ccc(OC(F)F)cc2)NC(=O)N(CC(=O)N2c3ccccc3NC(=O)C2(C)C)C1=O (stereo unspecified),2.9,-0.5,0.2,0.7,1,1,·,12,-4,·
Cc1ccc(S(=O)(=O)Nc2cc(C)c(O)cc2C)cc1,-0.2,-0.4,-0.5,-0.4,1&3,5,4,-4,0,-7
Cn1c(=O)oc2cc(S(=O)(=O)NC(Cc3ccccc3)C(=O)N3CCCCC3)ccc21 (stereo unspecified),0.1,-0.6,-0.7,-0.2,-1,7,-11,-7,-3,5
COc1cc2[nH]c(C(=O)N3CCN(c4ccccc4F)CC3)cc2c(OC)c1OC,0.7,-3.0,3.2,i,11,33,3,-4,10,-12
N=c1n(CCN2CCCCC2)c2ccccc2n1CC(=O)c1cccc([N+](=O)[O-])c1,2.0,1.9,1.6,-0.4,31,-7,-5,17,-1,5
Cc1ccc(C2=NN(C(=O)CCl)C(c3cccs3)C2)o1 (stereo unspecified),0.6,-0.2,0.6,i,2,3,14*,8,1,22
COc1ccccc1N(C)S(=O)(=O)c1ccc(C(=O)N2CCCc3ccccc32)cc1,0.7,0.4,-0.7,-4.0,-7,21,3,8,13,24
O=C(c1ccccn1)N(Cc1ccco1)C1(C(=O)Nc2ccc(Br)cc2)CCCCC1,4.6,-0.7,·,i,·,10,·,-1,-5,·
Cc1cccc(C(=O)Oc2ccccc2C2C[C@]3(C)CC(=O)NC3N2C(=O)c2cccc(C)c2)c1 (stereo partly specified),·,-2.7,0.6,i,37,32,0,-1,-4,2
CCN(CC)c1cc(C)c2cc(NC(=O)c3ccccc3F)ccc2n1,2.2,-0.4,-0.1,0.6,-16,9,1,4,0,6
COc1cccc(CC(NC(C)=O)C(=O)NC2CCN(S(=O)(=O)c3ccc4ccccc4c3)CC2)c1 (stereo unspecified),1.0,0.4,-0.7,-0.5,-1,4,-5,0,0,-16
CCCC(=O)n1nc(-c2ccccc2)nc1SC,·,0.8,0.4,1.0,-19,-3,-1,1,-2,22
O=C1c2ccccc2NC(c2cccs2)N1NS(=O)(=O)c1ccccc1 (stereo unspecified),-7.2,0.9,0.0,-0.3,-11,10,2,-27,0,29
COCC(=O)N1CCCC(C(=O)c2ccc(Oc3ccccc3)cc2)C1 (stereo unspecified),2.9,-1.3,-0.4,-0.3,-5,18,1,14,3,25
CCn1c(SCC(=O)Nc2cc(C)on2)nnc1-c1ccccc1,·,0.3,-0.1,-2.0,-2,5,0,3,-1,0
Cc1ccc(S(=O)(=O)NCCC(=O)OCC(=O)Nc2ccccc2Cl)cc1,0.8,0.2,0.6,i,-28,6,-3,20,-4,29
Cc1cccc2c(C(=O)O)c3cccc(C)c3nc12,3.2,1.4,1.1,0.0,-7,-7,·,-107,14,·
CSCCC(C)N1CCC(Oc2ccc(C(=O)NCc3ccccn3)cc2)CC1 (stereo unspecified),0.4,-0.5,·,i,·,-1,·,-4,0,·
Cc1cccc(NC(=O)CCn2cnnn2)c1,0.5,0.4,-0.6,2.3,-15,-6,6,-3,0,18

A draw from above in order of length of the SMILES, descending.
Structure,TcdB GH inh,BoNT-A LC inh2,PfHsp40 rescue,Vc quorum ag,SSB-PriA inh,Yp Topo-I inh,3CLpro inhibitor,CCHFV vOTU inh,Anthrax LF inh2,DUSP3 inh
N=c1n(CCN2CCCCC2)c2ccccc2n1CC(=O)c1cccc([N+](=O)[O-])c1,2.0,1.9,1.6,-0.4,31,-7,-5,17,-1,5
CCC1OC(C)Cc2[nH][nH]c(=O)c21 (stereo unspecified),0.1,0.8,·,·,·,·,·,-8,-1,·
Cc1cccc(NC(=O)CCn2cnnn2)c1,0.5,0.4,-0.6,2.3,-15,-6,6,-3,0,18

Next records follow:
Structure,TcdB GH inh,BoNT-A LC inh2,PfHsp40 rescue,Vc quorum ag,SSB-PriA inh,Yp Topo-I inh,3CLpro inhibitor,CCHFV vOTU inh,Anthrax LF inh2,DUSP3 inh
COc1ccc(CCNC(=O)c2cc(-c3ccccn3)nc3ccccc23)cc1,0.8,1.1,0.7,i,4,34,·,7,-8,·
Cc1nnc(SCc2nnc(-c3cccs3)o2)n1C,1.1,0.5,-1.7,-0.3,4,0,-3,-4,-2,10
Cc1ccc2[nH]c(-c3ccccc3)c(CN(C)C)c(=O)c2c1,·,2.3,-0.1,i,7,2,-5,-6,5,-14
O=C(CSc1nnc(NC(=O)c2ccccc2F)s1)NC1CC1,1.0,-0.5,-0.3,-0.3,-3,-5,-4,17,13,4
